Screens deposited in PubChem by National Center for Advancing Translational Sciences (NCATS).
D3 ag: activates the human D3 dopamine receptor. P35462. D3R DiscoveRx beta-arrestin cells, luminescence, 90 min. max activation, %. 410,000 tested, 0.58% active; in the data active = max activation above about 30%; note: 0% is about no effect; mostly tested at two doses, the higher about 12 µM
Target sequence (P35462 whole entry, looked up): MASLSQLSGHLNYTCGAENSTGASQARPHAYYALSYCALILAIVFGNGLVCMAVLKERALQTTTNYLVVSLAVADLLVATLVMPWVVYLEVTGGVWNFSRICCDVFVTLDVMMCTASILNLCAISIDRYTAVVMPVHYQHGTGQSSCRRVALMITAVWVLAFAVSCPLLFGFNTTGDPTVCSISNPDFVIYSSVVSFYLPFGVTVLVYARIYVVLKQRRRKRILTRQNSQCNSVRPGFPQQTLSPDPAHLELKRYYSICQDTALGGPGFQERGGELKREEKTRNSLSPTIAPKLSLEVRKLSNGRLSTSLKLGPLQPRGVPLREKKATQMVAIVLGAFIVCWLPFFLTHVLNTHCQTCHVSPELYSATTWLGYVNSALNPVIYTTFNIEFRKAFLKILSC
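Cells at 1500/well, incubated overnight, then treated with pinned compounds (dopamine as control) for 90 min at 37 degrees C. DiscoveRx reagent added for 30 - 60 minutes at room temperature; luminescence read.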
IL-1B inflam inh: inflammasome signaling inhibition, IL-1 beta readout; 360,000 tested, 4.7% active; THP-1 LPS/ATP IL-1B secretion, AlphaLISA, 16 h; hits give low values; activity change, % at 57.5 µM; AID 743279; in the data active = activity change below about -50%; inconclusive = mostly about -30% to -49%; note: % is set by controls: 0 for no effect and ±100 for the full control effect
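Secreted IL-1B measured by AlphaLISA bead assay after 16 h compound exposure of THP-1 cells; compounds (final up to 57.5 uM) added 1 h before LPS (250 ng/mL) and ATP (1.25 mM) stimulation; lower signal means less secretion.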
DRD3 antagonist: D3 dopamine receptor (human) antagonism | P35462 | D3R cells, DiscoveRx beta-arrestin luminescence, antagonist mode; hits give low values | max response, negative = inhibition, % | 360,000 tested, 2.5% active | AID 652054; in the data active = max response below about -50%; inconclusive = no clear call, values can overlap the other calls; note: % is set by controls: 0 for no effect and ±100 for the full control effect; mostly tested at two doses, the higher about 12 µM
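Cells plated overnight at 1500 cells/well, then exposed to library compounds with dopamine controls for 90 minutes at 37 degrees C. DiscoveRx reagent added for 30–60 minutes at room temperature; luminescence read, quantitative HTS format.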
KB-3-1 tox: kills parental KB-3-1 adenocarcinoma cells. KB-3-1 viability, CellTiter-Glo ATP luminescence, 72 h. Potency, µM (doses to about 46.1 µM), inactives show at the highest dose activity change, negative = cytotoxic, actives largely listed as cytotoxic. 400,000 tested, 1.4% active. AID 1347075; note: potency is the fitted concentration of half-maximal effect; % is set by controls: 0 for no effect and ±100 for the full control effect; nearly all actives have a fitted effect of over 60% in size
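KB-3-1 parental drug-naive adenocarcinoma cells in DMEM/10% FBS, incubated 72 h at 37 C with pin-transferred compounds across a concentration series. Viability by CellTiter-Glo luminescence; concentration-response curves fitted after normalization.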
KB-V1 cytotox: kills drug-selected multidrug resistant KB-V1 cells | KB-V1 MDR cells viability, CellTiter-Glo, 72 h | Potency, µM (top dose mostly 46.1 µM), inactives show at the highest dose activity change, negative = cytotoxicity, usual class: cytotoxic | 400,000 tested, 3.4% active; note: potency is the fitted concentration of half-maximal effect; % is set by controls: 0 for no effect and ±100 for the full control effect; nearly all actives have a fitted effect of over 60% in size
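KB-V1, DMEM (no phenol red) + 10% FBS; cpd pin-transferred, titration series; 72 h, 37 degrees C; CellTiter-Glo, luminescence. Data normalized, curve-fit.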
SW480 rereplic: inducers of DNA re-replication in SW480 colon cancer cells | SW480 DNA re-replication, Hoechst DNA content imaging, 48 h | Potency, µM (titrated, usually from 46.1 µM), inactives show at the top dose re-replication activation, usual class: activators | 340,000 tested, 1.8% active | AID 624297; note: potency is the fitted concentration of half-maximal effect; % of control where 0% means no effect; nearly all actives have a fitted effect of over 55% in size
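Compounds, transferred as 23 nL by pin tool, were incubated with cells for 48 hr; DNA content per nucleus was then quantified by Hoechst staining and fluorescence plate imaging.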
HT1080-NT tox: kills 2HG-producing HT-1080-NT fibrosarcoma cells | AID 686970 | HT-1080-NT fibrosarcoma viability, CellTiter-Glo ATP luminescence, 48 h | Potency, µM (titrated, usually from 46.1 µM), inactives show at the highest dose activity, negative = less viability, hits mostly cytotoxic | 360,000 tested, 1.6% active;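 note: NT is the 2HG producing partner of a matched IDH1 knockdown line; potency is the fitted concentration of half-maximal effect; 0% = DMSO-treated cells and -100% = media-only wells without cells; nearly all actives have a fitted effect of over 55% in size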
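HT-1080-NT fibrosarcoma cells (2HG-overproducing), 750 cells/well in RPMI with 5% FBS, dosed after 2 h and incubated 48 h at 37C. CellTiter-Glo luminescence normalized to DMSO and no-cell wells; concentration-response curves fitted and classed.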
HT1080 IDH1KD tx: kills HT-1080 cells with IDH1 knockdown; 360,000 tested, 2% active; HT-1080 IDH1 knockdown viability, ATP luminescence, 48 h; Potency, µM (highest dose often 46.1 µM), for the others: top-dose activity, negative = toxicity, most hits filed as cytotoxic;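 note: potency is the fitted concentration of half-maximal effect; 0% = DMSO wells and -100% = cell-free medium wells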
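Using the IDH1-knockdown HT-1080 line run in the same batch and compound series as the NT line, viability after 48 h at 37 °C was determined by CellTiter-Glo luminescence and expressed as % activity.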
GLP1R ag: GLP-1 receptor (human) agonism; Potency, µM (top dose mostly 45.6 µM), without a hit: at the highest dose activation, most hits filed as activators; HEK293 GLP-1R CRE-luciferase, luminescence, 4-6 h; cells express a hypersensitive GLP-1R form; P43220; 380,000 tested, 0.007% active; note: potency is the fitted concentration of half-maximal effect; % of control where 0% means no effect
Target sequence (P43220 whole entry, looked up): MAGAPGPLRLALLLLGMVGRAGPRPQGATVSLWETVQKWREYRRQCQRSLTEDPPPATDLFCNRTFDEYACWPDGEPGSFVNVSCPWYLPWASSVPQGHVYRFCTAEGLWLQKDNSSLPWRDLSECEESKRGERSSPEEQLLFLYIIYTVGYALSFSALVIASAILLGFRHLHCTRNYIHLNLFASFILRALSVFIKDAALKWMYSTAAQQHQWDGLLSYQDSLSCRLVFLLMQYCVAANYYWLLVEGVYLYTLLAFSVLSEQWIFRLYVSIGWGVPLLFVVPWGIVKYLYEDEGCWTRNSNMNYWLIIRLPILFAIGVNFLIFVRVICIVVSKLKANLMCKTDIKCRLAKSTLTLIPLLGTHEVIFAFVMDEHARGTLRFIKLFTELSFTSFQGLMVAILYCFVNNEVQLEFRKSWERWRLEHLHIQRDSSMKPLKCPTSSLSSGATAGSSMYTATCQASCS
An asterisk follows results filed as active; ? = inconclusive; · = no result given; [ ] = dose if it differs, or a comment. Unless noted, calls come from the whole dose curve; as a rule, active = well fitted curve in the direction sought with a large enough effect; inconclusive = small, poorly fitted or top-dose-only effect, or another doubt; inactive = no such curve, though single readings can be large; an effect the other way counts as inactive or inconclusive.

Sequence of screens: KB-3-1 tox | HT1080-NT tox | GLP1R ag | IL-1B inflam inh | HT1080 IDH1KD tx | SW480 rereplic | KB-V1 cytotox | DRD3 antagonist | D3 ag
- CCOc1ccc(/C=N/NC(=O)Nc2ccccc2)cc1
    5% | -1% | 13% | -1 | -8% | -6% | -6% | -14 | -8
- O=C(NC1CCCc2ccccc21)c1ccc(Cl)nc1 (stereo not drawn)
    -12% | -13% | -15% | 17 | -10% | 0% | -6% | -16 | -3
- Nc1cc(N)nc(SCC(=O)NNC(=O)Cc2ccccc2)n1
    22% | 1% | 4% | 17 | -1% | -2% | 10% | 11 | 3
- COc1cccc(CC(=O)OCC(=O)Nc2nnc(-c3ccccc3)o2)c1
    -7% | 2% | -19% | 0 | 2% | -3% | -28% | 3 | -10
- CNc1c(N)n(Cc2ccccc2)c(=O)[nH]c1=O
    0% | -1% | -3% | -3 | -1% | 0% | 0% | -10 | 2
- O=C(O)c1ccc(COc2ccccc2/C=C2/NC(=O)N(c3cccc(Cl)c3)C2=O)cc1
    11% | -12% | -1% | 17 | -2% | -1% | ? | -2 | 2
- CCOc1ccc(C(=O)COC(C)=O)cc1
    20% | 9% | 0% | 15 | 2%[9.24 µM] | -9% | 4% | 27 | -8
- C=CCNC(=O)c1onc(CSc2nc3ccccc3[nH]2)c1C(=O)NCC=C
    ? | 14% | 9% | 0 | 7% | -3% | ? | 0 | 23
- COc1cccc(C(=O)COc2cccc(NC(=O)c3ccco3)c2)c1
    -13% | -13% | 0% | -13 | -10% | 2% | ? | 0 | -3
- COc1ccccc1NS(=O)(=O)c1ccc(C(=O)NCCCN2CCCC2=O)cc1
    -10% | -2% | -3% | 0 | -4% | 1% | -1% | -8 | 1
- Cc1sc(NC(=O)CCC(=O)O)c(C(N)=O)c1-c1ccccc1
    14% | 12% | -5% | 2 | 11% | -5% | ? | 11 | 1
- Cc1ccc(S(=O)(=O)n2nc(C)cc2N)cc1
    2% | -1% | 5% | 26 | 5% | -1% | 6% | 10 | 1
- COC(=O)c1ccc(CSc2nc(C)nc3c2c(=O)n(C)c(=O)n3C)o1
    11% | 6% | 0% | 18 | 4% | -13% | -13% | -8 | 3
- COc1ccc(S(=O)(=O)N2CCN(C(=O)c3ccccn3)CC2)cc1
    10% | 11% | 11% | 8 | 14% | -43%[inhibitor] | 15% | -8 | 1
- c1ccc(CNc2c3ccccc3nc3ccccc23)cc1
    -1% | ? | 16% | -100* | ? | ? | ? | -7 | -4
- C=CCNc1ccc(C(=O)O)cc1
    -2% | 15% | 0% | 13 | 22% | -3% | 21% | -24 | -2
- O=C(COc1ccc2c3c(c(=O)oc2c1)CCCC3)NCc1cccnc1
    -6% | 25% | -1% | ? | 13% | -3% | 4% | 1 | -14
- COC(=O)c1ccc(CN2CCCC(CCC(=O)NCc3ccc(C)o3)C2)cc1 (stereo not drawn)
    4% | -15% | 2% | 10 | 11% | -15% | -2% | -16 | -5
- O=C(Nc1ccccc1N1CCOCC1)c1csc2c1CCCC2
    1% | -9% | 13% | -5 | -4% | -32% | 3% | 7 | 2
- CC(=O)c1ccc(OC(=O)CCNC(=O)c2ccccc2)cc1
    -3% | 7% | -6% | 12 | 5% | 5% | 0% | -12 | -11
- CCOC(=O)C1(C)CCN1C(=O)c1ccc(OC)c(OC)c1 (stereo not drawn)
    8% | 9% | -1% | -9 | 12% | · | -7% | 7 | 7
- O=C(Nc1ccccc1F)C1(c2ccccc2)CC1(Cl)Cl (stereo not drawn)
    -1% | 2% | -1% | -8 | 15% | ? | ? | 6 | 2
- Cc1ccc(C(=O)C(C)OC(=O)Cn2cnc3c2c(=O)n(C)c(=O)n3C)cc1 (stereo not drawn)
    11% | 14% | -8% | 8 | 22% | 6% | 0% | -3 | -4
- CCc1ccc(C(O)c2ncc(-c3ccccc3C)[nH]2)cc1 (stereo not drawn)
    0% | ? | 6% | ? | 5% | · | -13% | 3 | -15
- CN1CCN(C(=O)c2ccc3c(c2)NC(=O)C(N2CCOCC2)S3)CC1 (stereo not drawn)
    1% | 21% | -11% | 4 | 17% | 2% | -2% | 8 | -1
- CCOC(=O)C1CCN(S(=O)(=O)c2ccc3[nH]c4c(c3c2)CCCC4)CC1
    12% | -11% | 10% | 44 | 25% | -10% | 1% | 2 | 6
- O=C(NCc1cccc(C(F)(F)F)c1)c1ccc2sc([C@H]3C[C@H](O)[C@@H](CO)O3)nc2c1
    0% | 3% | 3% | -1 | -7% | · | 1% | 0 | 6
- COc1ccc(C(=O)NCc2cc(C)nc3ccccc23)cc1OC
    -7% | -28% | 14% | 35 | -22% | -3% | ? | 17 | 7
- COc1ccc(N(C(=O)c2ccco2)S(=O)(=O)c2cccs2)cc1
    -9% | -4% | 6% | 16 | -3% | -1% | 0% | 10 | 0
- COC(=O)Cc1cc(=O)n2[nH]c(C)nc2n1
    2% | 7% | 4% | -6 | 1% | -18% | 17% | 2 | -3
- Cc1ccccc1CC1(CO)CCCN(Cc2c(C)nn(C)c2Cl)C1 (stereo not drawn)
    -26% | -2% | 7% | -13 | -19% | -3% | 9% | -13 | -6
- Cc1cc(C)c(C(=O)C2OC(=O)C(C)(C)C(=O)C2(C)C)c(C)c1 (stereo not drawn)
    2% | -4% | -11% | 8 | -6% | 12% | -7% | 37 | -13
- Cn1c(NNC(=O)c2c(F)cccc2F)cc(=O)n(C)c1=O
    14% | 0% | -6% | -17 | 6% | ? | -5% | -1 | 13
- Cc1cc(Cl)ccc1OCC(=O)NCc1ccncc1
    -6% | 9% | -1% | -1 | 10% | -3% | ? | 11 | -2
- CC(NC(=O)c1ccccc1NS(C)(=O)=O)c1ccccc1 (stereo not drawn)
    14% | 14% | -9% | 11 | 8%[9.24 µM] | -6% | 7% | 15 | 4
- CC(C)n1nc(C(=O)Nc2cccc(S(=O)(=O)N3CCOCC3)c2)c2ccccc2c1=O
    0% | -2%[9.24 µM] | 24% | 2 | -9% | -12% | 6% | -13 | -1
- Cc1c(CC(=O)NCCCCCC(=O)O)c(=O)oc2cc3c(cc12)CCC(C)(C)O3
    0% | 6% | 4% | 24 | 0% | -112% | 25% | 1 | 10
- CN1C(=S)N(c2cccnc2)C(=O)/C1=C\c1ccc(N(C)C)cc1
    0% | ? | 20% | -1 | ? | 23% | 0% | -24 | -11
- O=C1c2ccccc2C(Nc2ccc(S(=O)(=O)N3CCCCC3)cc2)N1c1ccccn1 (stereo not drawn)
    -22% | 2% | 1% | ? | -1% | -4% | -3% | -14 | -12
- O=c1nc2scc(-c3ccccc3)n2c2ccccc12
    0% | 8% | -1% | -12 | 14% | ? | -26% | -5 | -8
- CCOC(=O)C1=C(N)OC2=C(C(=O)CC(C)(C)C2)C1c1ccccc1OCC#N (stereo not drawn)
    13% | 6% | 1% | -14 | -1% | 1% | 9% | 35 | 2
- COc1ccc(CN2C(=S)NC(C)(C)CC2(C)O)cc1 (stereo not drawn)
    9% | 16% | -3% | 14 | 5% | 4% | 39% | 12 | 2
- COc1ccc(NS(=O)(=O)c2cccc(C(=O)NNC(=O)c3ccccc3O)c2)cc1
    ? | -33% | 12% | 120 | ? | -51%[inhibitor] | ? | 12 | 25
- C/C(=N/NC(=O)c1ccoc1C)c1cccc(NC(=O)C(F)(F)F)c1
    11% | 1% | -3% | -19 | -11% | 6% | 13% | 2 | 2
- COc1ccc2c(c1OC)C(=O)OC2Nc1nc(-c2ccccc2)cs1 (stereo not drawn)
    3.7µM* | 18µM* | -20% | -117* | 10µM* | 6.5µM* | ? | -73* | -9
- Cc1ccc(-c2cc(Cc3ccc(F)cc3)c(=O)[nH]n2)cc1
    -2% | -3% | 8% | 19 | -5% | -3% | -8% | 21 | 4
- Cc1ccc(Nc2ncnc(N)n2)cc1
    -1% | 16% | -5% | -21 | 0% | -2% | ? | 2 | 10
- CCOC(=O)C1=CCN(S(=O)(=O)c2ccccc2C)C1c1ccc(C)cc1 (stereo not drawn)
    0% | -1% | 7% | 16 | -1% | · | -5% | 5 | -1
- Nc1nc(-c2ccccc2)[nH]c(=O)c1N=O
    -17% | -6% | -2% | 23 | 0% | -2% | -3% | 15 | -1
- CN1CCN(c2ccc([N+](=O)[O-])cc2NC(=O)c2cccs2)CC1
    · | -24% | ? | -24 | -22% | 7% | · | 0 | -30
- COc1ncnc2c1ncn2CCCNCc1ccc2c(c1)OCO2
    5% | 0% | 10% | 2 | -3% | · | -3% | 8 | 4
- c1ccc2[nH]c3cc4ncnc4cc3nc2c1
    ? | -10% | 12% | -57* | -9% | -691%[inhibitor] | ? | -16 | 1
- NC(=O)C1=C[C@@H](c2ccc(Br)cc2)C[C@@H](OCCCCO)O1
    23% | -1% | -3% | -4 | -8% | -19% | ? | ? | 11
- COc1ccc(C(=O)NCC(=O)OCC(=O)c2c[nH]c3ccccc23)cc1
    -1% | -1% | 2% | 31 | -4% | · | 12% | -6 | 1
- CC(=O)c1c(C)oc2c1cc(O)c1ccccc12
    -7% | -6% | -6% | 36 | -11% | -1% | 5% | -6 | -3
- COc1ccccc1CNC(=O)C1(C)Oc2cccnc2NC1=O (stereo not drawn)
    13% | 12% | 1% | 8 | 12% | -1% | -10% | -3 | -4
- O=C(CCCN1C(=O)/C(=C/c2ccco2)SC1=S)Nc1ccccc1C(=O)O
    6% | -3% | -5% | 0 | -5% | 2% | ? | 4 | 7
